DRD3 agonist = agonists of human D3 dopamine receptor; D3R DiscoveRx beta-arrestin cells, luminescence, 90 min; max activation, %; hit rate 0.58% among 410,000; in the data active = max activation above about 30%; note: 0% is about no effect; mostly tested at two doses, the higher about 12 µM
Target sequence (P35462 whole entry, looked up): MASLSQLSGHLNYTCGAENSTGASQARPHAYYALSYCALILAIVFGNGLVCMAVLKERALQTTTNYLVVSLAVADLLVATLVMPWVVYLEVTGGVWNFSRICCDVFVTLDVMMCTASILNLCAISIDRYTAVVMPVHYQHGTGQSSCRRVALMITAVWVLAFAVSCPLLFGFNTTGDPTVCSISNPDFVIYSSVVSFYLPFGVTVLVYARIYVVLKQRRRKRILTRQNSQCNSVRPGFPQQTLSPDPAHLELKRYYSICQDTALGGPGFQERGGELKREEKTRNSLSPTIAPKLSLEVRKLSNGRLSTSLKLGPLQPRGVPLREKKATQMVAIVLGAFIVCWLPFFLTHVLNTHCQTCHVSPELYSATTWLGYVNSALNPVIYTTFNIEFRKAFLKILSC
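Cells at 1500/well, incubated overnight, then treated with pinned compounds (dopamine as control) for 90 min at 37 degrees C. DiscoveRx reagent added for 30 - 60 minutes at room temperature; luminescence read.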
Akt phos inh = Akt phosphorylation inhibition; Neuro2A IGF-stimulated pAkt S473 HTRF, 20 min; hits give low values; activity change, % for hits at 50 µM; hit rate 0.32% among 360,000; in the data active = activity change below about -80%; inconclusive = mostly about -51% to -80%; note: % is set by controls: 0 for no effect and ±100 for the full control effect
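Single-point screen (50 µM final compound) in Neuro2A cells stimulated 20 min with 6 nM IGF at 37 deg C. After lysis, Ser473-phosphorylated Akt read by HTRF (ex 330 nm, em 615/665 nm) as the 665/615 ratio.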
D3 antag = blocks the human D3 dopamine receptor; D3R cells, DiscoveRx beta-arrestin luminescence, antagonist mode; hits give low values; AID 652054; max response, negative = inhibition, %; hit rate 2.5% among 360,000; in the data active = max response below about -50%; inconclusive = no clear call, values can overlap the other calls; note: % is set by controls: 0 for no effect and ±100 for the full control effect; mostly tested at two doses, the higher about 12 µM
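Cells plated overnight at 1500 cells/well, then exposed to library compounds with dopamine controls for 90 minutes at 37 degrees C. DiscoveRx reagent added for 30–60 minutes at room temperature; luminescence read, quantitative HTS format.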
EPAC2 ag = EPAC2 (human) agonism; Potency, µM (highest dose often 154 µM), without a hit: at the top dose activation, hits mostly activators; EPAC2 activation, biochemical qHTS; response scale: 100% = 6.5 mM cAMP response; hit rate 0.079% among 360,000; Q8WZA2; note: potency is the fitted concentration of half-maximal effect; nearly all actives have a fitted effect of over 50% in size
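Nucleotide exchange monitored as fluorescence drop when BODIPY-GDP leaves Rap1B. Reaction: 100 nM EPAC2, 250 nM RAP1B-BODIPY-GDP, 50 uM GDP, room temperature, kinetic read over 30 min. Activity expressed relative to 6.5 mM cAMP.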
CCT chaperon mod = changes cytosolic chaperonin activity; purified chaperonin ATPase assay, HTRF ADP detection, 30 min; activity change, % (no concentration beside the values), hits read low; hit rate 0.3% among 360,000; AID 651819; in the data active = activity change below about -30%; note: % is set by controls: 0 for no effect and ±100 for the full control effect
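TRiC at 40 or 20 nM final (batch-dependent) in 30 mM Tris pH 7.4, 100 mM KCl, 5 mM MgCl2, 1 mM DTT, with compound at single 76 uM and 10 uM ATP, 30 min at 37 deg C. ADP detected by HTRF Transcreener, 665/615 ratio.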
PTHR1 agonist = PTHR1 (human) receptor agonism; Q03431; HEK293 GP2 PTHR1 cells, GloSensor cAMP luminescence, 1 h; Potency, µM (titrated, usually from 115 µM), for inactives: at the top dose activation, most hits filed as activators; hit rate 0.075% among 410,000; note: potency is the fitted concentration of half-maximal effect; nearly all actives have a fitted effect of over 55% in size; some results filed as inactive show a strong effect at the top dose; inactives centre near -15; many of its hits are not listed in these tables
Target sequence (Q03431 whole entry, looked up): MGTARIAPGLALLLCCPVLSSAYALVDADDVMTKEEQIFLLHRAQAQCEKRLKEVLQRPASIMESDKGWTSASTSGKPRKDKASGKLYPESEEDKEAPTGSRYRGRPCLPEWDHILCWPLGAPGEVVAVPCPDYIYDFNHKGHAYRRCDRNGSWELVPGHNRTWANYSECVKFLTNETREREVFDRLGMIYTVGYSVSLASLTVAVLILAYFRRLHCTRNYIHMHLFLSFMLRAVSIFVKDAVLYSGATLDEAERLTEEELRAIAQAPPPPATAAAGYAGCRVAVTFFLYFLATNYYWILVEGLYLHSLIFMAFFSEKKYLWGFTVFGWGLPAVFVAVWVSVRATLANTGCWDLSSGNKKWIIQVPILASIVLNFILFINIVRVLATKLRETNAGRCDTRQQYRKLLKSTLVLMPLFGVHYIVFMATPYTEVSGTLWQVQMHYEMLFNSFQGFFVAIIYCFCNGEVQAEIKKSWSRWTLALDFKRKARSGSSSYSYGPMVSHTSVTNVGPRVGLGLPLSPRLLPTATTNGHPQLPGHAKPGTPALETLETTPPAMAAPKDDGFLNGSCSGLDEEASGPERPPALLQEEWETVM
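HEK-293-derived GP2 cells expressing PTHR1 and a GloSensor cAMP reporter, 3,000/well, plated overnight, given luciferin plus IBMX (each 0.5 mM as added) for 1 h at 37 °C, then compound for 1 h at 37 °C. Luminescence was read after 15 min at room temperature.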
EPAC2 antagonist = blocks human EPAC2 exchange factor. Potency, µM (series often up to 114 µM), for the others: at the highest dose activity, negative = inhibition, most hits filed as inhibitors. EPAC2 GEF exchange of Rap1B-BODIPY-GDP, fluorescence. AID 720708. Q8WZA2. hit rate 0.18% among 360,000; note: potency is the fitted concentration of half-maximal effect; % is set by controls: 0 for no effect and ±100 for the full control effect; nearly all actives have a fitted effect of over 45% in size; many of its hits are not listed in these tables
MmCpn inh = M. maripaludis TRiC chaperonin inhibition; purified Mm-Cpn ATPase, ADP Transcreener TR-FRET; Potency, µM (top dose mostly 76.9 µM), for the others: at the highest dose activity, negative = inhibition, hits mostly inhibitors; hit rate 0.031% among 330,000; note: potency is the fitted concentration of half-maximal effect; % is set by controls: 0 for no effect and ±100 for the full control effect; nearly all actives have a fitted effect of over 80% in size
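Purified archaeal Mm-CPN (25nM final) preincubated 10 min at 37degC with compound, then 10uM ATP for 30 min at 37degC; ADP measured by HTRF Transcreener TR-FRET; buffer 30 mM TRIS pH 7.4, 100mM KCl, 5mM MgCl2, 1mM DTT.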
* marks the source's active call; other numbers are inactive results; i = inactive; ? = inconclusive; . = not tested or not shown; & = joins results of further samples; [ ] = remark or other dose. Unless noted, calls come from the whole dose curve; as a rule, active = well fitted curve in the direction sought with a large enough effect; inconclusive = small, poorly fitted or top-dose-only effect, or another doubt; inactive = no such curve, though single readings can be large; an effect the other way counts as inactive or inconclusive. The list is partial; rates above refer to the full screens.

Value order – DRD3 agonist	Akt phos inh	D3 antag	EPAC2 ag	CCT chaperon mod	PTHR1 agonist	EPAC2 antagonist	MmCpn inh
[1] C/C=C1\NC(=O)[C@H](C)NC(=O)[C@@H](NC(=O)[C@@H](Cc2ccc(O)cc2)NC(=O)[C@@H](NC(=O)/C(C)=C/C)C(C)C)[C@@H](C)OC(=O)[C@H](CCCCc2ccc(O)cc2)NC(=O)[C@@H](CCC(=O)O)NC1=O
  6	i	-6	6%	-1.0	-2%	2%	0%
[2] CCOC(=O)C1=C(COC(=O)CNS(=O)(=O)c2c(F)cc(F)cc2Br)NC(=O)NC1C (centres undefined)
  -14	i	11	2%	-0.3	18%	-12%	.
[3] CC(=O)c1cccc(NC(=O)Cn2cc3c(n2)CCCC3)c1
  -7	i	12	2%	-1.9	i	3%	2%
[4] CCN(CC)C(=O)c1cc2c(=O)n3ccccc3nc2s1
  -6	i	-12	14%	-1.0	-10%	6%	-6%
[5] COc1ccc2ccc(O)c(CN3CCN(S(=O)(=O)c4cc([N+](=O)[O-])ccc4C)CC3)c2c1
  4	i	-2	14%	-2.2	i	-4%	0%
[6] CNc1nc(NC)nc(NNC(=O)c2ccccc2)n1
  6	i	1	2%	1.5	0%	3%	.
[7] NC(=O)c1cc(S(=O)(=O)NCCCc2ccco2)cs1
  3	.	17	6%	-1.6	-27%	-5%	0%
[8] O=C(C=Cc1ccccc1)N1CCCCC1
  -10	i	13	2%	1.9	i	-2%	.
[9] Cc1cc(=O)n(C(C)(C)C)c(=O)n1Cc1ccccc1
  2	i	-23	14%	-8.1	-14%	9%	2%
[10] C[C@H](NC(=O)c1ncn2c1C(=O)N[C@@H](C)C2)C(=O)OC(C)(C)C
  -4	i	0	3%	-2.3	-9%	14%	.

Four entries from above, with tabs:
item	Structure	DRD3 agonist	Akt phos inh	D3 antag	EPAC2 ag	CCT chaperon mod	PTHR1 agonist	EPAC2 antagonist	MmCpn inh
6	CNc1nc(NC)nc(NNC(=O)c2ccccc2)n1	6	i	1	2%	1.5	0%	3%	.
2	CCOC(=O)C1=C(COC(=O)CNS(=O)(=O)c2c(F)cc(F)cc2Br)NC(=O)NC1C (centres undefined)	-14	i	11	2%	-0.3	18%	-12%	.
1	C/C=C1\NC(=O)[C@H](C)NC(=O)[C@@H](NC(=O)[C@@H](Cc2ccc(O)cc2)NC(=O)[C@@H](NC(=O)/C(C)=C/C)C(C)C)[C@@H](C)OC(=O)[C@H](CCCCc2ccc(O)cc2)NC(=O)[C@@H](CCC(=O)O)NC1=O	6	i	-6	6%	-1.0	-2%	2%	0%
8	O=C(C=Cc1ccccc1)N1CCCCC1	-10	i	13	2%	1.9	i	-2%	.

The listing continues.
Value order – DRD3 agonist	Akt phos inh	D3 antag	EPAC2 ag	CCT chaperon mod	PTHR1 agonist	EPAC2 antagonist	MmCpn inh
[11] CC(=O)N(C)c1ccc(NC(=O)c2ccc([N+](=O)[O-])cc2Cl)cc1
  1	i	-8	7%	0.8	-81%[inhibitor]	-6%	0%
[12] COc1ccc2nc(SCc3cnc(C)nc3N)[nH]c2c1
  1	i	-8	9%	-2.3	-8%	1%	-1%
[13] O=[N+]([O-])c1ccc(CN2CCCCCC2)s1
  -8	i	-7	8%	-2.1	i	-6%	0%
[14] CCn1c(CN2C(=O)CSc3ccccc32)n[nH]c1=S
  7	i	0	9%	-3.4	-9%	1%	1%
[15] COc1ccc(Cn2nnnc2CN2CCC(O)(c3ccccc3F)CC2)cc1
  -4	i	-1	2%	0.1	i	1%	1%
[16] CC(=O)N1CCN(c2ccc(S(=O)(=O)N3CCCCC3)cc2[N+](=O)[O-])CC1
  5	i	14	-3%	0.0	-40%[inhibitor]	16%	0%
[17] OCCO
  -6	i	27	6%	1.5	i	-6%	0%
[18] CCCCn1c(N)c(N(CCOC)C(=O)C2CCN(S(=O)(=O)c3ccc(C)cc3C)CC2)c(=O)[nH]c1=O
  8	i	-1	2%	1.7	i	-25%	2%
[19] Cn1cc(/C=N/NC(=O)c2ccc(C#N)cc2F)c2ccccc21
  -9	i	-16	-2%	-0.2	i	-6%	-4%
[20] N#Cc1ccccc1S(=O)(=O)N1CCN(C(=O)c2cc(-c3ccccc3)nn2-c2ccccc2)CC1
  5	i	43	16%	0.6	-41%[inhibitor]	13%	1%
[21] COC(=O)CCC(=O)NS(=O)(=O)c1ccc(N=NN2CCOCC2)cc1
  -1	i	-2	2%	-3.7	i	12%	-1%
[22] CC(C)n1nnnc1SCC(=O)NC1CCCC1
  2	i	-4	9%	-0.3	i	-4%	1%
[23] CN1CCN(C(=O)c2ccc(F)c(F)c2)CC1
  0	i	54	0%	0.6	-22%	-4%	2%
[24] CC1(C)CC(=O)C(C(=S)Nc2ccccc2)=C(NCCN2CCOCC2)C1
  -5	.	8	3%	-0.1	i	0%	-2%
[25] Cc1cc(=O)[nH]c(SCc2nnc(-c3ccccc3)o2)n1
  -8	i	-1	5%	-3.1	8%[57.5 µM]	7%	1%
[26] COC(=O)CSc1nc(-c2ccccc2)nc2ccccc12
  15	i	36	12%	-0.3	-19%	-18%	-9%
[27] Nc1nc(Cl)nc2c1ncn2C1CC(O)C(CO)O1 (centres undefined)
  22	i	2	5%	-2.3	16%	5%	1%
[28] Cc1cccn2c(=O)c3cc(C(=O)N4CCN(C(=O)c5ccco5)CC4)n(C)c3nc12
  2	i	7	3%	-8.2	i	-2%	-1%
[29] NNc1cc2c(nn1)CCN(C(=O)c1ccccc1)C2
  -6	i	-21	4%	-1.9	i	10%	.
[30] CCOc1ccc(NC(=O)CSc2nc3ccsc3c(=O)n2CCCCCC(=O)O)cc1
  4&3	i	9	15%	0.0	1%&-16%	10%	.
[31] C=CCC[C@H](Cc1ccc(F)cc1)C(=O)OC[C@H](C)NC(=O)[C@H](CC=C)CC(=O)NCCO
  3	i	0	-4%	-0.7	-2%	-6%	-2%
[32] COCCCNC(=O)c1ccc2c(c1)ncn2-c1ccccc1OC
  0	i	-8	1%	0.2	-36%[inhibitor][57.5 µM]	5%	2%
[33] O=C1C2C(c3ccccc3)=NN(c3ccccc3)C2C(=O)N1c1ccccc1 (centres undefined)
  5	i	18	7%	1.6	i	18%	-2%
[34] CS(=O)(=O)N(CC(=O)Nc1ccc(S(=O)(=O)N2CCOCC2)cc1)c1ccccc1Br
  -5	i	-9	13%	-1.0	22%	-9%	-4%
[35] CCC/C(=N\NC(=O)c1ccco1)c1ccc(Cl)s1
  -3	i	-17	5%	-2.2	i	-16%	2%
[36] Cn1ccc2c([N+](=O)[O-])cccc2c1=O
  4	i	22	11%	-13	i	0%	0%
[37] O=C(Cc1ccc(-c2ccccc2)cc1)NNC(=S)NCc1ccco1
  8	i	2	-1%	-2.3	-10%	7%	-2%
[38] Cc1c(C(=O)NCCc2ccccc2)oc2ccccc12
  -3	i	-7	20%	-1.4	-28%	-9%	1%
[39] COc1cccc(C(=O)NC2CCN(CC(=O)NCc3ccccc3F)CC2)c1
  -3	i	?	7%	-1.9	-19%	-1%	0%
[40] O=C1c2ccccc2C(=O)c2c(/C=C/N3CCCCC3)ccnc21
  1	i	?	-11%	0.1	i	-5%	.
[41] NC(=O)C1CCN(c2nc(-c3ccc4c(c3)OCCO4)cs2)CC1
  .	.	.	7%	.	i	-2%	-4%&-9%
[42] CC(NC(=O)COC(=O)c1cc([N+](=O)[O-])ccc1N1CCOCC1)c1ccc(F)cc1 (centres undefined)
  -5	i	10	-9%	0.3	-14%	2%	-1%
[43] Cc1nc(C)c(C(=O)Nc2ccc(C)c(F)c2)o1
  -5	i	-8	8%	-0.4	i	-15%	1%
[44] COC(=O)/C(C#N)=C/c1ccc(N2CCOCC2)c([N+](=O)[O-])c1
  1	i	-8	3%	0.4	i	-8%	1%
[45] C/C(=N\O)c1cc(Cl)cc(Cl)c1O
  -3	i	-14	11%	-1.2	i	2%	-2%
[46] C=CCn1c(SCC(=O)NCCc2ccccc2)nnc1C(C)NC(=O)c1cccs1 (centres undefined)
  9	i	4	-3%	-3.6	i	7%	2%
[47] CCCC[C@@H]1CNCCN1CCc1cccc(F)c1
  -15	i	-4	1%	1.6	-14%	10%	1%
[48] CCOC(=O)C1CCN(c2c(NCCCN(CC)c3ccccc3)c(=O)c2=O)CC1
  0	i	-13	-4%	-1.4	18%[57.5 µM]	0%	1%
[49] COc1ccc(Cc2c(O)nc(SC)n(C(C)=O)c2=O)cc1
  -4	.	?	-80%[15.6 µM]	-4.0	i	0%	1%
[50] CC(=O)c1cccc(NC(=O)CN2CCN(Cc3ccccc3)CC2)c1
  -9	i	-9	-1%	-3.0	i	8%	-3%
[51] CC(C)c1ccc(-c2cc(C(=O)N3N=C(C(F)F)CC3(O)C(F)F)c3ccccc3n2)cc1 (centres undefined)
  0	i	-8	-10%	-0.4	-1%[57.5 µM]	-24%	-1%
[52] Cn1ncc(Br)c1C(=O)NC1CCCCCC1
  5	i	15	5%	-0.5	i	1%	1%
[53] Cc1oc2c(Cl)c(Cl)c(O)c(CN(C)C)c2c1C(=O)c1ccc(Cl)cc1
  -3	i	-14	3%	0.1	-14%	-19%	-1%
[54] O=C(CN1CCC(C(=O)c2ccc3c(c2)OCCO3)CC1)Nc1ccccc1F
  8	i	3	5%	0.6	-37%[inhibitor]	-5%	?
[55] CC1CCCCN1S(=O)(=O)c1ccc(C(=O)Nc2nnc(-c3ccncc3)o2)cc1 (centres undefined)
  1	i	6	0%	-1.2	i	-5%	-4%
[56] Cc1cccc([N+](=O)[O-])c1NC(=O)COC(=O)c1nc2nccc(C)n2n1
  5	i	45	4%	0.5	8%	-6%	1%

Bioassay records deposited in PubChem BioAssay by National Center for Advancing Translational Sciences (NCATS).
